# rCAG RNA binder = r(CAG) repeat RNA binding; TO-PRO-1 dye displacement fluorescence; inhibition, % at 3 µM; 370,000 tested, 1.3% active; AID 651821;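 active = inhibition above the plate cutoff, the mean of all test compounds on that plate plus 3 SD, cut at about 35% in these data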;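 also: 0% = DMSO alone and 100% = 100 µM mitoxantrone as full dye displacement; higher means more dye released from RNA so lower well fluorescence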
# SIAE primary = inhibitors of human sialic acid acetylesterase SIAE; Q9HAT2; SIAE FP-Rh probe binding, fluorescence polarization; inhibition, % at 9.66 µM; 370,000 tested, 0.69% active; AID 1053197;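 active = inhibition above a cutoff: mean of compounds within the control limits plus 3 SD of those, cut at about 17% in these data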;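 also: 0% = plate median of compound wells and 100% = probe without SIAE protein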
# Rev-erbA mod = modulators of human Rev-erb alpha DNA binding; P20393; Rev-erbα–FITC-DNA binding, fluorescence polarization, 90 min; activity, % at 10 µM; 370,000 tested, 0.79% active; AID 1259318;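 active = activity above about 14%, limit read from the data; passing the limit was not always enough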;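 also: 0% = DMSO wells with 35 nM protein and 100% = DMSO wells with 750 nM protein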
# Target sequence (P20393 whole entry, looked up): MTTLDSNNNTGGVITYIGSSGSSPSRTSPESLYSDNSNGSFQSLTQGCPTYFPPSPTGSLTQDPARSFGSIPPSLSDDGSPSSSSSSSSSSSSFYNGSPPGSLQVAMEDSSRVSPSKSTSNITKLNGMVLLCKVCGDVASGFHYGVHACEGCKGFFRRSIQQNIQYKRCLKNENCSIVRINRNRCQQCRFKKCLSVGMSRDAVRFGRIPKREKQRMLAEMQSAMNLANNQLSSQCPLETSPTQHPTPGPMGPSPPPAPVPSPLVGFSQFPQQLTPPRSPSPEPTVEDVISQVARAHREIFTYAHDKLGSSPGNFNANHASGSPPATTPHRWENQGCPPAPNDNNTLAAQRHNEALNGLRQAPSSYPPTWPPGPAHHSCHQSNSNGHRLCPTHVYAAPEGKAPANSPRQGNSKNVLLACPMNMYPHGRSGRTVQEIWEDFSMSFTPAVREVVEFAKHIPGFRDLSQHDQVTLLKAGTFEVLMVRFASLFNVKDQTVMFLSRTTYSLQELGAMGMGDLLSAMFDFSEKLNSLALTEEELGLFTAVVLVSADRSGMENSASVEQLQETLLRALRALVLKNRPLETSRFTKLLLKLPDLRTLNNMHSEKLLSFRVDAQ
# PRMT1 inh = PRMT1 (human) inhibition, primary screen; Q99873; 370,000 tested, 1.3% active; recombinant PRMT1, activity-based probe fluorescence polarization; inhibition, % at 2.79 µM;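 active = inhibition above about 21% made by adding two undisclosed values, limit read from the data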
# PG9 Ab binder = PG9 antibody binding by small molecule | TR-FRET gp120-PG9 antibody binding | 360,000 tested, 0.43% active | AID 624416 | inhibition, % at 6.7 µM; in the data active = inhibition above about 8.5%
# LEDGF integ inh = blocks HIV-1 LEDGF/p75-dependent DNA integration. TR-FRET IN-LEDGF/p75 DNA integration, Eu/Cy5. inhibition, % at 3.7 µM. 370,000 tested, 0.64% active. AID 743269;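 active = inhibition above the screen-wide mean plus 3 SD, cut at about 13% in these data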;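 also: signal is the Cy5 over europium emission ratio at 671 and 618 nm; 0% = plate median of compound wells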
# mABHD4 FP = inhibitors of mouse ABHD4; Q8VD66; purified mABHD4, FP-Rh probe fluorescence polarization; inhibition, % at 8.92 µM; 370,000 tested, 0.54% active; AID 720543;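 active = inhibition exceeding the mean over every tested compound plus 3 SD, cut at about 30% in these data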;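 also: 0% = plate median of compound wells and 100% = S159A mutant with DMSO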
# Target sequence (Q8VD66 whole entry, looked up): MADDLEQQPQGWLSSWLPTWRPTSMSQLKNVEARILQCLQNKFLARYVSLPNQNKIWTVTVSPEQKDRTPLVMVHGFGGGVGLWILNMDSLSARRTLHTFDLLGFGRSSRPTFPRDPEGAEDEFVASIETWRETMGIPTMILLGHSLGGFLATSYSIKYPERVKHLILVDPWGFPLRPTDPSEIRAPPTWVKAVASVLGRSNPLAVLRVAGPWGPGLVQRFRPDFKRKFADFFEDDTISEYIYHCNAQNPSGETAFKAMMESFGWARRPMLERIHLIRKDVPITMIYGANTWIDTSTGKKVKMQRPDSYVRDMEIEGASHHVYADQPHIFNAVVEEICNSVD
#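 System: mouse ABHD4 enzyme, wild type / Medium: HEPES pH 7.0, NaCl, Pluronic buffer / Reagent: FP-Rh activity-based fluorescent probe / Control set: S159A mutant high control, sample median low control / Detection: fluorescence polarization with parallel and perpendicular emission, 525/598 nm / Schedule: 45 min + 60 min at 25 °C / Compound dosing: 8.92 µM, single dose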
# TCR-CD3 inh = blocks the human TCR-CD3 interaction. TAMRA-labeled TCR probe fluorescence, biochemical. inhibition, % at 9.4 µM. 360,000 tested, 0.37% active. AID 651800; in the data active = inhibition above about 19%;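 also: recombinant mutant TCR 2C K166C tagged with TAMRA read by polarization; 0% = receptor in buffer alone and 100% = receptor with positive control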
# TDP2 absorb = TDP2 (human) inhibition, absorbance primary screen; O95551; recombinant TDP2, T5PNP hydrolysis, p-nitrophenol absorbance 415 nm; inhibition, % at 12.8 µM; 370,000 tested, 0.34% active;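 active = inhibition above the mean of all tested compounds plus 3 SD, set per campaign, cut at about 25% in these data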;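 also: 0% = DMSO with enzyme and 100% = buffer with substrate but no TDP2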
#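 Assay system: recombinant human TDP2 / Reagent: T5PNP substrate at 5 mM, a TopII-DNA adduct mimic / Measured by: epi absorbance from released p-nitrophenol / Evaluation: % inhibition relative to enzyme-containing and enzyme-free wells / Control set: enzyme-free and DMSO wells / Replicates: each compound tested once, singlicate / Schedule: enzyme reaction with compound for 2 h at 37 °C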
# HTRA1 inh = HTRA1 (human) protease inhibition | inhibition, % at 5.96 µM | Q92743 | AID 504803 | 340,000 tested, 0.5% active | recombinant HTRA1, FP-rhodamine activity-based probe, fluorescence polarization; in the data active = inhibition above about 36%;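 also: 0% = enzyme with DMSO and 100% = wells lacking enzyme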
# Numbers without * were called inactive; / = no result given. A portion of the library; count on the stated rates, not on these rows.
SMILES,rCAG RNA binder,SIAE primary,Rev-erbA mod,PRMT1 inh,PG9 Ab binder,LEDGF integ inh,mABHD4 FP,TCR-CD3 inh,TDP2 absorb,HTRA1 inh
CC(C)CCC1CC(CSC(=N)N)OC1=O (stereo not given),1,-8,-2,5,1.1,-1,3,-4,0,3
CCOC(=O)c1sc(NC(=O)c2ccco2)nc1C,0,2,4,2,0.1,-3,3,-4,3,3
COC(=O)C1=C(CS(=O)(=O)c2ccc(OC)c(OC)c2)NC(=O)NC1c1ccc(O)c(OC)c1 (stereo not given),2,3,-4,-1,-2.3,2,4,4,4,5
COc1ccccc1[C@@H]1C(c2cccc(C)c2)=NN(c2ccccc2)[C@H]1C(=O)N1CCOC1=O,8,11,-4,0,-0.1,3,0,-1,-1,4
O=C(C[n+]1cccc(C(=O)Nc2ccccc2)c1)c1ccccc1,8,2,-2,-4,-0.2,3,2,5,3,/
Cc1cc(C)c(C(=O)N2CCCC(C(=O)c3cc(F)ccc3F)C2)o1 (stereo not given),-6,0,-2,-1,0.2,-1,7,4,7,7
O=C(COc1ccc(Cl)cc1)NCC(=O)N/N=C/c1cccs1,0,-3,-1,1,-1.4,3,0,0,-2,-161
CCOC(=O)N1CCN(C(=O)C(CC)c2ccccc2)CC1 (stereo not given),39*,9,-1,0,0.2,-4,3,4,-7,1
Cc1nc(NC(=O)c2ccccc2)sc1-c1csc(NCc2ccccc2)n1,13,-5,1,-2,-2.4,1,5,4,-8,-17
CSCCC(=O)N(C)CC1CCN(CCc2cccc(C(F)(F)F)c2)CC1,-12,-6,3,3,0.8,0,-4,2,-4,1
Cc1nc2cc(C(=O)OCC(=O)NC(C)C(C)C)ccc2n1-c1ccccc1 (stereo not given),-1,2,3,0,-1.7,3,-6,-4,-20,-2
Cc1cc(F)c(F)c(C(=O)N2CCCCC2C)c1Cl (stereo not given),-2,0,0,-5,0.2,3,-5,3,-16,1
CCN(CC)c1ccc(C(=S)NCc2ccccc2)cc1,-1,-10,3,14,1.0,-1,-8,-3,-5,-5
O=C(Nc1ccc(Cl)cc1F)c1ccccc1Br,0,4,0,0,-0.2,-4,5,-4,-11,-3
CCn1c(=O)c(C(=O)CN2CCc3ccccc32)c(N)n(Cc2ccccc2)c1=O,17,-3,6,-6,-0.2,3,-5,8,6,-3
CC(=O)NC(CC(=O)OCC(=O)c1ccc(NC(=O)CC(C)C)cc1)c1ccccc1 (stereo not given),5,2,3,3,-0.4,4,-1,8,6,-15
COc1ccccc1CN1CCN(Cc2nc(Cc3ccccc3)no2)CC1,-9,8,0,-1,-3.4,-1,2,8,12,-6
CC1CCc2c(nc3ncnn3c2Nc2ccc(OC(F)(F)F)cc2)C1 (stereo not given),-9,1,6,1,1.0,-3,2,-4,-2,0
O=C(Cc1ccccc1)Nc1cccc(C(=O)O)c1O,-1,0,8,1,0.4,1,13,-1,-1,2
CC(NC(=O)c1cc(Br)cs1)C1CCCO1 (stereo not given),-4,7,1,-4,1.4,0,-6,10,11,-3

# Sorted by length of the SMILES (rising): some entries from above
SMILES,rCAG RNA binder,SIAE primary,Rev-erbA mod,PRMT1 inh,PG9 Ab binder,LEDGF integ inh,mABHD4 FP,TCR-CD3 inh,TDP2 absorb,HTRA1 inh
CC(C)CCC1CC(CSC(=N)N)OC1=O (stereo not given),1,-8,-2,5,1.1,-1,3,-4,0,3
Cc1cc(F)c(F)c(C(=O)N2CCCCC2C)c1Cl (stereo not given),-2,0,0,-5,0.2,3,-5,3,-16,1
CC(=O)NC(CC(=O)OCC(=O)c1ccc(NC(=O)CC(C)C)cc1)c1ccccc1 (stereo not given),5,2,3,3,-0.4,4,-1,8,6,-15

# Further records:
SMILES,rCAG RNA binder,SIAE primary,Rev-erbA mod,PRMT1 inh,PG9 Ab binder,LEDGF integ inh,mABHD4 FP,TCR-CD3 inh,TDP2 absorb,HTRA1 inh
CC(=O)N1CCc2cc3nc(C)cc(C)c3cc21,1,2,-1,-3,0.0,52*,3,5,1,9
Cc1ccc(S(=O)(=O)NCC(=O)N2CCCC2)cc1,0,-1,0,4,0.2,0,-5,-7,-5,-1
CNC(=O)CSc1nnc(-c2ccncc2)n1Cc1ccccc1,-3,-3,3,2,-1.2,1,-1,-2,4,5
CCOC(=O)N1CCN(C(=O)c2c(O)c3cccc4c3n(c2=O)CC4)CC1,-1,-12,4,-1,-0.6,-1,0,-4,4,3
CCOc1ccc2nc(SCC3CC3(Cl)Cl)[nH]c2c1 (stereo not given),-5,5,-4,-3,-0.4,1,-4,2,18,-7
CCN1CCN(CCNC(=O)c2ccc(/C=C3/Sc4ccccc4N(Cc4ccccc4C)C3=O)cc2)CC1,0,-1,-2,5,1.2,-4,-2,7,1,-14
CN1CCN(c2ccccc2NC(=O)c2ccc(-c3cccc(Cl)c3)o2)CC1,-5,-2,9,-3,-1.8,2,6,-9,-5,-61
CCN(CC)CCn1c2ccccc2c(=O)c2c(O)ccc(O)c21,16,12,-13,7,-12,3,33*,16,3,55*
C=C(C)c1cccc(C(C)(C)NC(=O)N(C)C2CCN(C)CC2)c1,-2,5,3,0,-1.3,1,0,-3,-3,/
Cc1ccc(/C=N/OC(=O)c2c(C)noc2-c2snnc2C)cc1,-5,-6,-1,5,-1.0,-3,3,-11,-2,4
Cc1cccn2c(=O)c3cc(C(=O)NCc4cccnc4)c(=N)n(CC4CCCO4)c3nc12 (stereo not given),3,-1,-2,6,1.8,-4,-9,-5,-22,1
COc1cc2[nH]c(C(=O)N3CCN(c4ccccc4F)CC3)cc2c(OC)c1OC,-8,-5,-2,1,1.0,-1,0,1,0,0
O=C(NC(=S)NCc1ccccc1)c1ccccc1[N+](=O)[O-],-1,-5,-5,3,0.2,-3,1,-2,-1,-8
O=C(NCc1ccccc1)Nc1cccn(Cc2cccc(F)c2)c1=O,-1,2,3,1,-1.2,5,-8,1,-4,-5
O=C(Nc1ccccc1)C1=C[C@H](c2ccccc2)C[C@H](OCCCCO)O1,9,2,-2,2,-0.6,1,-2,-5,-3,-36
COc1cc(C(=O)NCC(=O)OC(C)C(=O)Nc2ncc(Cl)cc2Cl)cc(OC)c1OC (stereo not given),-3,3,-5,1,-0.5,1,0,2,8,4
O=C(O)c1ccc(N/N=C/c2c(F)cccc2Cl)cc1,2,0,3,11,-3.3,1,2,0,-11,-1
Cc1ccc(S(=O)(=O)n2nc(C)c(S(=O)(=O)N3CCOCC3)c2C)cc1,1,-1,-1,1,-0.7,0,7,-5,8,0
O=C(NCC(c1cccnc1)N1CCOCC1)c1ccc2c(c1)OCO2 (stereo not given),0,5,-5,-3,0.5,3,2,2,17,-2
Cc1ccccc1Nc1nc(N)nc(CSc2nnc(-c3ccccc3)n2C)n1,-5,2,-4,-2,-1.5,-4,-5,5,2,-3
Cc1ccc(S(=O)(=O)Nc2c3ccccc3nc(=O)n2-c2ccccc2)cc1,1,-5,-2,0,1.1,3,0,-1,0,-3
Cc1ccc(N(CC(=O)N/N=C/c2ccc(OC3CSC3)cc2)S(=O)(=O)c2ccccc2)c(C)c1,17,-43,5,-3,-2.5,0,-12,13,2,-28
CC(=O)Nc1cc(C(=O)OC(C(=O)c2ccccc2)c2ccccc2)ccc1C (stereo not given),10,-6,0,2,1.5,-5,-6,-1,-9,-16
Cc1ccc2cc3cc(C(=O)NCCCN4CCCC4=O)oc3nc2c1,-4,2,3,-1,-0.1,-1,-1,6,-13,0
CNC(=O)COC(=O)c1ccc([N+](=O)[O-])cc1Cl,4,-6,-3,2,-2.0,-5,1,2,-5,-6
Cc1ccc(C)c(NC(=O)CN(C)C(=O)COc2ncnc3sccc23)c1,8,3,-9,0,0.3,-2,4,-8,-3,-2
COc1ccc2cc(S(=O)(=O)n3cnc(C)c3)ccc2c1,0,7,0,1,2.8,0,0,-12,-8,/
COC(=O)c1nn(-c2ccccc2)c(Cl)c1/C=N/O,-4,-8,4,-8,-0.3,7,1,2,-17,-12

# Entries of single compounds, quoted from the list. Values in the order: rCAG RNA binder, SIAE primary, Rev-erbA mod, PRMT1 inh, PG9 Ab binder, LEDGF integ inh, mABHD4 FP, TCR-CD3 inh, TDP2 absorb, HTRA1 inh
# `Cc1cc(F)c(F)c(C(=O)N2CCCCC2C)c1Cl` (stereo not given) in the list: -2, 0, 0, -5, 0.2, 3, -5, 3, -16, 1
# `O=C(NCc1ccccc1)Nc1cccn(Cc2cccc(F)c2)c1=O` in the list: -1, 2, 3, 1, -1.2, 5, -8, 1, -4, -5
# `CCOc1ccc2nc(SCC3CC3(Cl)Cl)[nH]c2c1` (stereo not given) in the list: -5, 5, -4, -3, -0.4, 1, -4, 2, 18, -7
# `COc1ccccc1[C@@H]1C(c2cccc(C)c2)=NN(c2ccccc2)[C@H]1C(=O)N1CCOC1=O` in the list: 8, 11, -4, 0, -0.1, 3, 0, -1, -1, 4
# `CN1CCN(c2ccccc2NC(=O)c2ccc(-c3cccc(Cl)c3)o2)CC1` in the list: -5, -2, 9, -3, -1.8, 2, 6, -9, -5, -61

# Structures listed so far that contain a CF3 group:
SMILES,rCAG RNA binder,SIAE primary,Rev-erbA mod,PRMT1 inh,PG9 Ab binder,LEDGF integ inh,mABHD4 FP,TCR-CD3 inh,TDP2 absorb,HTRA1 inh
CSCCC(=O)N(C)CC1CCN(CCc2cccc(C(F)(F)F)c2)CC1,-12,-6,3,3,0.8,0,-4,2,-4,1
CC1CCc2c(nc3ncnn3c2Nc2ccc(OC(F)(F)F)cc2)C1 (stereo not given),-9,1,6,1,1.0,-3,2,-4,-2,0

# Random excerpt: 2 records from the list.
SMILES,rCAG RNA binder,SIAE primary,Rev-erbA mod,PRMT1 inh,PG9 Ab binder,LEDGF integ inh,mABHD4 FP,TCR-CD3 inh,TDP2 absorb,HTRA1 inh
CNC(=O)COC(=O)c1ccc([N+](=O)[O-])cc1Cl,4,-6,-3,2,-2.0,-5,1,2,-5,-6
COc1ccc2cc(S(=O)(=O)n3cnc(C)c3)ccc2c1,0,7,0,1,2.8,0,0,-12,-8,/

# Screens (PubChem BioAssay)
